Screens (PubChem BioAssay)
PI4K2A block: blocks human PI4K2A kinase activity; purified PI4K2A, ADP-Glo luminescence, 1 h; stronger effect = lower value; activity change, negative = inhibition, % at 76.9 µM; 420,000 compounds, 0.13% hits; AID 1346378; in the data active = activity change below about -50%; inconclusive = mostly about -30% to -49%;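 also: -100% = wells without enzyme as full effect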
Target sequence (Q9BTU6 whole entry, looked up): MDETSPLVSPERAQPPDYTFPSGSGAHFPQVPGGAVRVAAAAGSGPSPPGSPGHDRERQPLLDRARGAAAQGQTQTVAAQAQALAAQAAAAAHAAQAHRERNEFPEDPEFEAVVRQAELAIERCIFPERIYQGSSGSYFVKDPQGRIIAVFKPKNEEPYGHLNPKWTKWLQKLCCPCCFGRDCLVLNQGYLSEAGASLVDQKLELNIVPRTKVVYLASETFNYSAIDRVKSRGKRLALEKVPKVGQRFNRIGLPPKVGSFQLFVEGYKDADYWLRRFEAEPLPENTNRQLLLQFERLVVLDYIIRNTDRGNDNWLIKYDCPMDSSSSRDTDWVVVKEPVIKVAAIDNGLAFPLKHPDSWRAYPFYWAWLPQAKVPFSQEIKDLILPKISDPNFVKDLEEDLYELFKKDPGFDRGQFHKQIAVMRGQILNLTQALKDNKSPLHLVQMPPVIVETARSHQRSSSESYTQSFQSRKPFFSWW
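In this quantitative HTS, ADP production by PI4K2A was quantified luminescently after 1 h at ambient temperature; 100 microM adenosine served as plate-quality control.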
GLS inhibitor: glutaminase GLS (human) inhibition | AID 624170 | GLS enzymatic activity, qHTS titration | 410,000 compounds, 0.21% hits | Potency, µM (highest dose often 45.5 µM), without a hit: top-dose activity change, negative = inhibition, actives largely listed as inhibitors; also: potency is read from the fitted curve at half-maximal effect; % is scaled to controls: 0 for no effect and ±100 for the full control effect
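hKGA in 45 mM KH2PO4 pH 8.2, 0.02% Tween-20 with pin-transferred compounds; 1 mM L-glutamine (stock) plus glutamate oxidase/HRP/Amplex Red coupling added. Fluorescence read initially and after 30 min at RT.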
BAZ2B block: inhibitors of human BAZ2B bromodomain; Q9UIF8; AlphaScreen BAZ2B-H3K14Ac peptide displacement; Potency, µM (series often up to 114 µM), without a hit: at the highest dose activity change, negative = inhibition, most hits filed as inhibitors; 360,000 compounds, 4.4% hits; AID 504333; also: potency is read from the fitted curve at half-maximal effect; % is scaled to controls: 0 for no effect and ±100 for the full control effect; nearly all actives have a fitted effect of over 60% in size
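Complex of BAZ2B and biotin-H3K14Ac (50 nM apiece) forms over 30 min at RT, then faces library compounds up to 110 uM for another 30 min; AlphaScreen beads added, 20 min dark incubation, luminescence read.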
G9a block: G9a (human) methyltransferase inhibition | Q96KQ7 | G9a H3K9 monomethylation, AlphaScreen, 2 h | Potency, µM (top dose mostly 102 µM), inactives show top-dose activity, negative = inhibition, most hits filed as inhibitors | 350,000 compounds, 8.8% hits | AID 504332; also: potency is read from the fitted curve at half-maximal effect; % is scaled to controls: 0 for no effect and ±100 for the full control effect; nearly all actives have a fitted effect of over 75% in size
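AlphaScreen detection with an anti-monomethyl H3K9 antibody quantified product after a 2 h room-temperature reaction containing 500 nM biotinylated H3K9 peptide, 20 µM SAM and 20 nM enzyme, which had been preincubated 15 min with compound.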
JMJD2A Tudor inh: inhibitors of human JMJD2A Tudor domain; O75164; AlphaScreen JMJD2A-Tudor / H3K4me3 peptide binding; Potency, µM (highest dose often 114 µM), for the others: at the highest dose activity change, negative = inhibition, actives largely listed as inhibitors; 390,000 compounds, 4.4% hits; also: potency is read from the fitted curve at half-maximal effect; % is scaled to controls: 0 for no effect and ±100 for the full control effect; nearly all actives have a fitted effect of over 50% in size
HP1b chromo inh: blocks HP1-beta chromodomain binding to methylated histone tails. AID 540317. Potency, µM (doses to about 114 µM), inactives show top-dose activity change, negative = inhibition, most hits filed as inhibitors. AlphaScreen HP1-beta / biotin-H3K9me3 peptide binding. 390,000 compounds, 0.56% hits; also: potency is read from the fitted curve at half-maximal effect; nearly all actives have a fitted effect of over 70% in size; inactives centre near 23
Target sequence (P83916 whole entry, looked up): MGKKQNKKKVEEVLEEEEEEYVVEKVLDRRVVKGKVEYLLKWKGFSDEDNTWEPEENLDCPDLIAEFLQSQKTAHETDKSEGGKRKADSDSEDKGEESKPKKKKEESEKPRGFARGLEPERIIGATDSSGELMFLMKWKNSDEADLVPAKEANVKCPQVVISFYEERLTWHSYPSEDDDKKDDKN
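AlphaScreen: HP1-beta (50 nM) preformed 30 min with biotin-H3(1-18)K9me3 peptide (50 nM) in PBS pH 7.4, 0.01% Tween-20. Compound added for 30 min at RT, then streptavidin donor/nickel chelate acceptor beads (10 ug/mL) for 30 min.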
Tb PGK inh: inhibitors of T. brucei phosphoglycerate kinase; 380,000 compounds, 0.043% hits; PGK/GAPDH coupled, Kinase-Glo luminescence, 60 min; Potency, µM (titrated, usually from 57.5 µM), for the others: at the highest dose activity change, negative = inhibition, most hits filed as inhibitors; P07378; also: potency is read from the fitted curve at half-maximal effect; % is scaled to controls: 0 for no effect and ±100 for the full control effect; nearly all actives have a fitted effect of over 60% in size
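Luminescent ATP detection (Kinase-Glo Plus) follows a 60-minute room-temperature incubation, with wells lacking PGK as controls. Buffer: 100 mM TEA (pH 7.6), 5 mM MgCl2, 0.01% Tween-20. Coupling enzyme GAPDH (100 nM final) supplies unstable 1,3-BPG in-well.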
Pin1 inh: blocks the human prolyl isomerase Pin1; Potency, µM (doses to about 115 µM), for the others: top-dose activity, negative = inhibition, most hits filed as inhibitors; Q13526; Pin1 FP peptide displacement, HiFluor488, 10 min; AID 504891; 390,000 compounds, 0.009% hits; active = well fitted inhibition curve with a large enough effect in the polarisation, with a control signal flat, not every such curve was filed as active; inconclusive = small, poorly fitted or top-dose-only effect, or effect the other way, or a change in a side signal; inactive = no such curve, though single readings can be large or run the other way; the % refers to the polarisation; also: potency is read from the fitted curve at half-maximal effect; % is scaled to controls: 0 for no effect and ±100 for the full control effect
Target sequence (Q13526 whole entry, looked up): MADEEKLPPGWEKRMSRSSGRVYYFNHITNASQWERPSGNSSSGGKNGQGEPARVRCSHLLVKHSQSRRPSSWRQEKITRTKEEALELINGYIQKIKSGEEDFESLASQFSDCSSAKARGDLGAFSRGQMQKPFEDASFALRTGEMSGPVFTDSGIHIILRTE
POLH inh: inhibitors of human DNA polymerase eta; Q9Y253; recombinant Pol eta, fluorescent DNA replication assay; Potency, µM (titrated, usually from 114 µM), without a hit: at the top dose activity change, negative = inhibition, most hits filed as inhibitors; 390,000 compounds, 1.2% hits; also: potency is read from the fitted curve at half-maximal effect; % is scaled to controls: 0 for no effect and ±100 for the full control effect
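Pol eta at 10 nM preincubated with compounds 15 min at room temperature; reaction started with fluorescent substrate (50 nM final) and read kinetically at 0 and 10 min.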
Starred values were filed as active, the others as inactive; & = joins results of further samples; ! = not active in a repeat; [ ] = dose if it differs, or a comment. Unless noted, calls follow the shape of the dose curve; as a rule, active = well fitted curve in the direction sought with a large enough effect; inconclusive = small, poorly fitted or top-dose-only effect, or another doubt; inactive = no such curve, though single readings can be large; an effect the other way counts as inactive or inconclusive. A portion of the library; rates above refer to the full screens.

How did O=C(Nc1cccc(-n2cnnn2)c1)c1ccc(C(F)(F)F)cc1 do in these assays?
PI4K2A block: -2; GLS inhibitor: 0%; BAZ2B block: 9%; G9a block: -15%[12.7 µM]; JMJD2A Tudor inh: -1%; HP1b chromo inh: 35%[activator]; Tb PGK inh: inactive; Pin1 inh: 5%; POLH inh: 1%

What do the screens show for `CN1CCCCC1CCN1c2ccccc2Sc2ccc(S(C)=O)cc21` (stereo not given)?
PI4K2A block: -3&1; GLS inhibitor: 4%&-1%; BAZ2B block: -21%; G9a block: 5.6µM*!; JMJD2A Tudor inh: -20%; HP1b chromo inh: 14%; Tb PGK inh: -9%; Pin1 inh: -2%; POLH inh: -16%

How did Cc1ccc(Nc2nc(C(N)=O)c(NC(=O)c3ccccc3Br)s2)cc1 do in these assays?
PI4K2A block: -2; GLS inhibitor: 3%; BAZ2B block: 9%; G9a block: -23%[59 µM]; JMJD2A Tudor inh: -10%; HP1b chromo inh: 4%[57 µM]; Tb PGK inh: -8%; Pin1 inh: 0%; POLH inh: -15%

What do the screens show for `O=C(CSCc1ccc(Br)cc1)NCc1ccccn1`?
PI4K2A block: 2; GLS inhibitor: -3%; BAZ2B block: -9%; G9a block: 45%; JMJD2A Tudor inh: 3%; HP1b chromo inh: 47%[activator]; Tb PGK inh: -4%; Pin1 inh: -3%; POLH inh: -22%

How did COc1ccc(OCc2cccc(C(=O)O)c2)cc1 do in these assays?
PI4K2A block: inconclusive; GLS inhibitor: -7%; BAZ2B block: -4%; G9a block: inconclusive; JMJD2A Tudor inh: -12%; HP1b chromo inh: 35%; Tb PGK inh: -18%; Pin1 inh: -3%; POLH inh: -20%

How did C[C@H](NC(=O)c1ccccc1)C(=O)Nc1nc(-c2ccccn2)cs1 do in these assays?
PI4K2A block: 4; GLS inhibitor: 5%; BAZ2B block: 14µM*; G9a block: -3%; JMJD2A Tudor inh: 79µM*; HP1b chromo inh: 36%; Tb PGK inh: 4%; Pin1 inh: 0%; POLH inh: -2%

Results for CC(C(=O)NCc1ccc(F)cc1)c1ccc([N+](=O)[O-])cc1 (stereo not given) ?
PI4K2A block: -8; GLS inhibitor: -7%; BAZ2B block: -18%; G9a block: inconclusive; JMJD2A Tudor inh: -5%; HP1b chromo inh: 42%[activator]; Tb PGK inh: -1%; Pin1 inh: 0%; POLH inh: -15%

How did CCSc1nnc(NC(=O)CSc2ncccn2)s1 do in these assays?
PI4K2A block: -14; GLS inhibitor: 4%; BAZ2B block: -4%; G9a block: -4%[59 µM]; JMJD2A Tudor inh: -8%; HP1b chromo inh: 22%; Tb PGK inh: 0%; Pin1 inh: 1%; POLH inh: -8%

Results for C#CC[N+](C)(C)CCN1C(=O)C2C(c3ccccc3)C=CC(c3ccccc3)C2C1=O (stereo not given) ?
PI4K2A block: -3; GLS inhibitor: 4%; BAZ2B block: 2%; G9a block: -2%; JMJD2A Tudor inh: inconclusive; HP1b chromo inh: inconclusive; Tb PGK inh: 0%; Pin1 inh: 3%; POLH inh: -14%

What do the screens show for `Cc1cnc(C(=O)OCC(=O)Nc2cccc(S(=O)(=O)N3CCOCC3)c2)cn1`?
PI4K2A block: -1; GLS inhibitor: -1%; JMJD2A Tudor inh: 0%; HP1b chromo inh: 39%[activator]; Tb PGK inh: 8%; Pin1 inh: -9%; POLH inh: -19%

Pulled by structure from the list above, 2 records:
How did C[C@H](NC(=O)c1ccccc1)C(=O)Nc1nc(-c2ccccn2)cs1 do in these assays?
PI4K2A block: 4; GLS inhibitor: 5%; BAZ2B block: 14µM*; G9a block: -3%; JMJD2A Tudor inh: 79µM*; HP1b chromo inh: 36%; Tb PGK inh: 4%; Pin1 inh: 0%; POLH inh: -2%

How did COc1ccc(OCc2cccc(C(=O)O)c2)cc1 do in these assays?
PI4K2A block: inconclusive; GLS inhibitor: -7%; BAZ2B block: -4%; G9a block: inconclusive; JMJD2A Tudor inh: -12%; HP1b chromo inh: 35%; Tb PGK inh: -18%; Pin1 inh: -3%; POLH inh: -20%

Later entries
What do the screens show for `CCN=C(NS(=O)(=O)c1ccc(Br)cc1)c1ccc(Cl)cc1`?
PI4K2A block: 1; GLS inhibitor: 0%; BAZ2B block: -16%; G9a block: 15%; JMJD2A Tudor inh: -3%; HP1b chromo inh: 45%[activator]; Tb PGK inh: -9%; Pin1 inh: -1%; POLH inh: -7%

What do the screens show for `O=C(CN1C(=O)/C(=C/c2ccc(Cl)cc2)SC1=S)NC1C=CS(=O)(=O)C1` (stereo not given)?
PI4K2A block: -4; GLS inhibitor: 5%; BAZ2B block: -20%; G9a block: 61%[activator][59 µM]; JMJD2A Tudor inh: 18%; HP1b chromo inh: 24%; Tb PGK inh: -4%; Pin1 inh: -15%; POLH inh: 10%

How did CN(C)C(=O)CNc1n[nH]c(=S)[nH]c1=O do in these assays?
PI4K2A block: 3; GLS inhibitor: 3%; BAZ2B block: -19%; G9a block: -2%; JMJD2A Tudor inh: -36%; HP1b chromo inh: 41%[activator]; Tb PGK inh: -5%; Pin1 inh: -10%; POLH inh: -22%

What do the screens show for `COc1ccc(C2CC(=O)C=C(NNS(=O)(=O)c3ccc(C)cc3)C2)cc1` (stereo not given)?
PI4K2A block: 8; GLS inhibitor: 41%[activator]; BAZ2B block: -33%; G9a block: 9%; JMJD2A Tudor inh: -27%; HP1b chromo inh: 14%; Tb PGK inh: -3%; Pin1 inh: -5%; POLH inh: -15%

What do the screens show for `CCOc1ccccc1N(CC(=O)Nc1ccccc1C(=O)OC)S(C)(=O)=O`?
PI4K2A block: 1; GLS inhibitor: 14%; BAZ2B block: -1%; G9a block: -11%[59 µM]; JMJD2A Tudor inh: -14%; HP1b chromo inh: 20%; Tb PGK inh: 9%; Pin1 inh: -7%; POLH inh: -10%

How did CC(=O)Nc1ccc(OCC(=O)NCCc2ccc(Cl)cc2)cc1 do in these assays?
PI4K2A block: -3; GLS inhibitor: 1%; BAZ2B block: 1%; G9a block: -25%; JMJD2A Tudor inh: -14%; HP1b chromo inh: 12%; Tb PGK inh: inactive; Pin1 inh: 3%; POLH inh: -7%

How did O=C(Nc1ccc(N2CCN(C(=O)c3ccccc3)CC2)c(Cl)c1)c1ccco1 do in these assays?
PI4K2A block: -4; GLS inhibitor: 5%; BAZ2B block: -37%; G9a block: inconclusive; JMJD2A Tudor inh: -25%; HP1b chromo inh: -6%; Tb PGK inh: -8%; Pin1 inh: 2%; POLH inh: inconclusive

Results for COc1ccc(Cl)cc1C(=O)CSc1nnnn1C1CCCC1 ?
PI4K2A block: 9; GLS inhibitor: 4%; BAZ2B block: 21%; G9a block: 27%; JMJD2A Tudor inh: 36%[activator]; HP1b chromo inh: 84%[activator]; Pin1 inh: inconclusive; POLH inh: -15%

Results for CCC(C)c1ccc(NC(=S)N2CCN(S(C)(=O)=O)CC2)cc1 (stereo not given) ?
PI4K2A block: 8; GLS inhibitor: -1%; BAZ2B block: 0%; G9a block: 80%[activator]; JMJD2A Tudor inh: -6%; HP1b chromo inh: 24%; Tb PGK inh: -4%; Pin1 inh: 0%; POLH inh: -8%

How did CSc1nc2c(c(=O)n1Cc1ccccc1)SC(C)C2 (stereo not given) do in these assays?
PI4K2A block: 0; GLS inhibitor: -3%; BAZ2B block: -34%; G9a block: inconclusive; JMJD2A Tudor inh: -20%; HP1b chromo inh: 11%; Tb PGK inh: -7%; Pin1 inh: 4%; POLH inh: -1%

What do the screens show for `COc1ccc(N(CC(=O)Nc2cccc(N(C)S(C)(=O)=O)c2)S(C)(=O)=O)cc1OC`?
PI4K2A block: -2; GLS inhibitor: 22%; BAZ2B block: 6%; G9a block: -3%[12.7 µM]; JMJD2A Tudor inh: -6%; HP1b chromo inh: 13%; Tb PGK inh: -3%; Pin1 inh: -12%; POLH inh: -9%

What do the screens show for `COc1cc2cc(CN(CCCN3CCOCC3)C(=O)Nc3ccc(F)cc3)c(=O)[nH]c2cc1OC`?
PI4K2A block: 4; GLS inhibitor: 3%; BAZ2B block: -6%; G9a block: -5%; JMJD2A Tudor inh: -10%; HP1b chromo inh: 34%; Tb PGK inh: -17%; Pin1 inh: -1%; POLH inh: -21%

How did CC(C)CC(=O)n1sc(NC(=O)c2ccccc2)nc1=O do in these assays?
PI4K2A block: 3; GLS inhibitor: 2%; BAZ2B block: 6%; G9a block: 1%[2.33 µM]; JMJD2A Tudor inh: -4%; HP1b chromo inh: 40%; Tb PGK inh: inactive; Pin1 inh: -7%; POLH inh: -12%

Results for Cn1c(=O)c2[nH]c(Cc3cccc4ccccc34)nc2n(C)c1=O ?
PI4K2A block: -1; GLS inhibitor: -11%; JMJD2A Tudor inh: -18%; HP1b chromo inh: -15%; Tb PGK inh: -8%; Pin1 inh: 0%; POLH inh: 2%

How did O=c1c2cn[nH]c2[nH]c(=S)n1-c1cccc(Cl)c1 do in these assays?
PI4K2A block: 3; GLS inhibitor: -1%; BAZ2B block: -20%; G9a block: 32µM*; JMJD2A Tudor inh: -25%; HP1b chromo inh: 35%; Tb PGK inh: -12%; Pin1 inh: 4%; POLH inh: -12%

Results for COc1cn(CC(=O)Nc2ccccc2)c(CN2CCCCC2)cc1=O ?
PI4K2A block: 2; GLS inhibitor: 3%; BAZ2B block: 5%; G9a block: 10%[59 µM]; JMJD2A Tudor inh: 1%; HP1b chromo inh: 36%; Tb PGK inh: inactive; Pin1 inh: 1%; POLH inh: -10%

How did CCn1cc(/C=C(\NC(=O)c2ccc(OC)cc2)C(=O)N2CCOCC2)c2ccccc21 do in these assays?
PI4K2A block: 0; GLS inhibitor: 22%; BAZ2B block: inconclusive; JMJD2A Tudor inh: -28%; HP1b chromo inh: 17%; Tb PGK inh: -5%; Pin1 inh: 0%; POLH inh: -4%
